STK33 inh: inhibitors of purified STK33 kinase, primary screen, biochemical, ADP-Glo luminescence, homogeneous, cell-free; MBP phosphorylation; inhibition, % at 10 µM; hit rate 0.073% among 320,000; AID 2661, 2010;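 active means inhibition at or above 25%, using the most active replicate where run in duplicate; inactive means inhibition below 25%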
Target sequence (Q9BYT3 whole entry, looked up): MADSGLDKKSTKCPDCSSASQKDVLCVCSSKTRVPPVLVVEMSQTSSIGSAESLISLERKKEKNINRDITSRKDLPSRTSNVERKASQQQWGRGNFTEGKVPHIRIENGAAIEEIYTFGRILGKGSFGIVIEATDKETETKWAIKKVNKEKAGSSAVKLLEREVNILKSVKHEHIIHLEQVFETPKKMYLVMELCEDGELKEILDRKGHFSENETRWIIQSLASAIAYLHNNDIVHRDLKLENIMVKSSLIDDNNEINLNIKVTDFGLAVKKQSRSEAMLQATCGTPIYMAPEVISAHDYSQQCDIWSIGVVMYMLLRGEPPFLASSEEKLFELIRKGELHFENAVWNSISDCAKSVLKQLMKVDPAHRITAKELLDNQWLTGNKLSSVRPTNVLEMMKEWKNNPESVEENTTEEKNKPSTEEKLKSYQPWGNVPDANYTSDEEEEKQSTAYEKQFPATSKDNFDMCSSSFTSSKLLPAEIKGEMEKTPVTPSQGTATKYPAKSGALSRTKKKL
OX1R FRET antag: antagonists of human orexin 1 receptor (OX1R) | OX1R-expressing cells, FRET antagonist read-out | inhibition, % at 6.6 µM | hit rate 1.8% among 330,000; in the data active means inhibition mostly above about 38%, no sharp cut-off; inactive means mostly below about 40%;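 further: 0% = agonist challenge alone and 100% = reference antagonist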
Target sequence (O43613 whole entry, looked up): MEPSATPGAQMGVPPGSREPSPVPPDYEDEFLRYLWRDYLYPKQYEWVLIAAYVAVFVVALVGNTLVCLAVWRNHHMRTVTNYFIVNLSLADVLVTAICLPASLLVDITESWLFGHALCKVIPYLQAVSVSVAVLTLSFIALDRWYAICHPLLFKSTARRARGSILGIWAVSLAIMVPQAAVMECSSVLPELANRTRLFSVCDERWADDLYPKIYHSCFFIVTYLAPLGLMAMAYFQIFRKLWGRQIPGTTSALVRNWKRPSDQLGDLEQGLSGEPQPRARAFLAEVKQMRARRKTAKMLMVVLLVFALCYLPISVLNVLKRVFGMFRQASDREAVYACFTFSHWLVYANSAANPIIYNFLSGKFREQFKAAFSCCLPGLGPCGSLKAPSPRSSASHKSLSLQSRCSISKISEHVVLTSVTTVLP
* marks the source's active call; other numbers are inactive results; . = not tested or not shown; & = joins results of further samples.

SMILES	STK33 inh	OX1R FRET antag
CCN(CC)CCCNc1oc(-c2ccc(OC)c(OC)c2)nc1C#N	-2.2	26
Cc1ccc(-c2nnc(Nc3ccc4c(c3)OCO4)c3ccccc23)cc1S(N)(=O)=O	.	12
Cc1cnccc1CN(C)Cc1cn(C)nc1-c1cccc(Cl)c1	0.3	22
CCCN(c1ccc(OCC)cc1)c1ncnc2nc[nH]c12	2.0	16
COc1cccc(N2C(=O)CC(c3c[nH]c4ccccc34)C2=O)c1 (stereo not drawn)	0.4	5
COC(=O)c1onc(-c2c(OC)cc(OC)cc2OC)c1C(=O)OC	0.7	31
CN1CCN(CC(=O)N2c3ccccc3Sc3ccccc32)CC1	-1.2	0
CCCn1c(CCc2ccccc2)n[nH]c1=S	-0.9	33
CSc1ccccc1NC(=O)C1CC(c2c(F)cccc2Cl)=NO1 (stereo not drawn)	-1.1	8
CCc1nnc(NC(=O)c2ccc(S(=O)(=O)N3CCN(Cc4ccccc4)CC3)cc2)s1	-1.1	0
CC(C)n1c(CN2CCN(Cc3ccccc3)CC2)nc2ccccc21	-0.2	4
COc1cc(C2NC(=S)NC(O)(C(F)(F)F)C2C(=O)c2cccs2)cc(OC)c1O (stereo not drawn)	-0.7	-1
CCOc1ccc(N2C(=O)CC(SC(=NC)Nc3ccc4c(c3)OCO4)C2=O)cc1 (stereo not drawn)	-0.4	19
O=S(=O)(/N=C(/Sc1ccccc1)c1ccccc1)c1ccccc1	0.9	1
CCN1C/C(=C/c2ccc(N3CCOCC3)cc2)C(=O)/C(=C/c2ccc(N3CCOCC3)cc2)C1	2.3	31
CN(C)S(=O)(=O)c1cccc(NC(=O)c2ccc(S(=O)(=O)N3CCCC3)cc2)c1	0.0	18
Cc1cccc(CSc2[nH]c(=O)ncc2C)c1	2.6	18
COc1ccc(-c2sc3ccc(-c4ccc5c(c4)OCO5)cc3c2-c2ccc(OC)nc2)cc1	0.2	5
Cc1ccc(S(=O)(=O)NC(C)(C)CSc2ccccn2)cc1	0.6	18
CCOC(=O)c1c(C)[nH]c(C(=O)COC(=O)CN2C(=O)C3CCCCC3C2=O)c1C (stereo not drawn)	0.5	18
COc1ccc(C2NC(=O)N(C)C(C)=C2[N+](=O)[O-])cc1 (stereo not drawn)	-1.1	36
Cc1ccnc(NC(=O)CCCNC(=O)c2ccc(Cl)cc2)c1	0.6	13
CN(C)S(=O)(=O)c1ccc(C(=O)OCC2CCCO2)cc1 (stereo not drawn)	-0.2	.
COc1ccc(C2C(C#N)=C(N)OC3=C2C(=O)CCC3)cc1Cn1nc(C)c([N+](=O)[O-])c1C (stereo not drawn)	-0.7	16
O=C(CN(C(=O)Cn1nnc(-c2ccccc2F)n1)c1cccc2c1CCCC2)NCc1ccccc1	-0.9	21
N#Cc1c(-c2ccc(Cl)cc2Cl)nc2n(c1=O)CCS2	0.9	14
CC1=C(C(=O)NC(C)C)C2(CCC(C)CC2)OC1=O (stereo not drawn)	0.4	7
Cc1ccc(NC(=O)c2sc3ncn(CC(=O)N4CCN(c5ccccn5)CC4)c(=O)c3c2C)cc1Cl	1.9	6
O=C(NCCn1cc(SCc2ccccc2)c2ccccc21)c1c(F)cccc1F	-0.1	36
COC/C=C/C1=CC2=CC(=O)C(C)(O)C(=O)C2=CO1 (stereo not drawn)	-0.3	-2
C[C@]12CC[C@@H]3c4ccc(O)cc4[C@@H](O)C[C@H]3[C@@H]1CC[C@@H]2O	-2.2	5
COc1ccc(C(CC(=O)N2CCCCC2)C(C)C)cc1 (stereo not drawn)	-0.1	4
Cc1ccc(-n2c(-c3ccc(Br)cc3)c[n+]3c2CCc2ccc4cccnc4c2-3)cc1	14	11
O=C(CCCN1C(=O)c2ccccc2C1=O)Nc1ccccc1	-0.6	14
CCCc1cc(-c2n[nH]c(=S)n2CC)cs1	-1.3	6
Cc1nnc(SCc2cc(=O)[nH]c(=S)[nH]2)s1	-4.2	16
COc1ccc(CNC(=O)c2ccc(CS(=O)(=O)c3ccc(C)cc3)o2)cc1	0.2	5
COCCN1CCn2c(nc3cc(NC(=O)c4cccs4)ccc32)C1	-2.8	23
Cc1ccc(S(=O)(=O)N2CCOCC2)cc1NC(=O)COC(=O)COc1cccc2c1OC(C)(C)C2	-0.2	13
O=C(CCCn1c(=S)[nH]c2ccccc2c1=O)NC1CCCC1	-1.7	2
COc1cccc(CNC(=O)C(CC(C)C)NC(=O)c2ccccc2C)c1 (stereo not drawn)	-2.3	12
COC(=O)CCn1c(C)cc(C(=O)COc2ccccc2C(N)=O)c1C	-0.1	35
CSc1nc(-c2ccc(Cl)cc2)nn1S(=O)(=O)c1ccccc1	2.7	10
Cn1c(SCc2ccccc2F)nc2cccnc21	-1.5	11
O=C(CN1C2CCC1CC(NC(=O)C1CC1)C2)NCc1ccccc1 (stereo not drawn)	-1.3	5
Cc1ccc(-c2cc(C(F)F)n3ncc(C(=O)N4CCc5ccccc54)c3n2)cc1	0.7	8
COC(=O)CN1C(=O)[C@H]2[C@@H](c3ccc(C)o3)N3C(=O)CN(CCO)C(=O)[C@@]3(Cc3ccccc3)[C@H]2C1=O	-0.6	40
Cn1nnnc1Sc1ncnc2scc(-c3ccccc3C(F)(F)F)c12	-2.6	3
CCS(=O)c1ccccc1C(=O)OCC(=O)Nc1cccc(S(=O)(=O)N2CCCCC2)c1 (stereo not drawn)	-0.2	7
CCN1C(=O)[C@H]2[C@@H](c3ccc(C)cc3)N3C(=O)N(c4ccc(OC)cc4)C(=O)[C@@]3(Cc3ccccc3)[C@H]2C1=O	-0.5	25
CCO[C@H]1OC(C(=O)N2CCN(Cc3ccccc3)CC2)=C[C@@H](C2CCCCC2)[C@@H]1CCCO	0.5	14
COc1ccc(NC(=O)c2ccc3c(c2)C(=O)N(Cc2ccncc2)C3=O)cc1S(N)(=O)=O	-2.4	20
Cc1ccc(NC(=S)N2CCN(c3ccccc3F)CC2)c(C)c1	0.3	7
O=C(COc1ccccc1)NCC(=O)Nc1cccc(S(=O)(=O)NC2=NCCC2)c1	-1.1	20
COc1ccc(C(=O)Nc2ccnn2C2CCN(Cc3ccncc3)CC2)cc1	0.2	17
COc1ccc(NC(=S)Nc2ccc(N(C)C(C)=O)cc2)cc1	-2.3	6
CC(=O)Nc1ccc(NC(=O)CN(c2cc(Cl)ccc2Cl)S(C)(=O)=O)cc1	0.8	13
O=C1CC(=O)Nc2cc(S(=O)(=O)Nc3ccc(Cl)c(C(F)(F)F)c3)ccc2N1	-1.9	4
Cc1cc(=O)oc2cc(OCc3ccc(C(=O)OCC(=O)N(C)C4CCS(=O)(=O)C4)cc3)ccc12 (stereo not drawn)	-0.6	10
CCN(CC)S(=O)(=O)c1ccc(N2CCOCC2)c(NC(=O)Cc2ccccc2F)c1	-0.5	-13
(more compounds)
SMILES	STK33 inh	OX1R FRET antag
CCOC(=O)C(CC)n1cnc2c(nnn2-c2cccc(OC)c2)c1=O (stereo not drawn)	-1.7	12
O=C(Oc1ccc2cc(Br)ccc2c1)N1CCCCCC1	7.5	31
CCOC(=O)c1cnc2ccc(C(=O)OC)cc2c1NCCc1ccc(OC)c(OC)c1	0.9	6
CCN(CCCNC(=O)C1CCCN(S(=O)(=O)CC)C1)c1cccc(C)c1 (stereo not drawn)	-1.6	33
CCN(CCO)Cc1cn[nH]c1-c1ccc(C)c(C)c1	-0.6	14
CCOC(=O)CSc1nc2c(sc(=S)n2-c2ccccc2OC)c(=O)n1-c1ccccc1OC	-0.1	0
Cc1ccc(S(=O)(=O)N2CCOCC2)cc1C(=O)OCC(=O)N1CCCCC1	0.1	3
Nc1nnc(CC2=CCCCC2)s1	-1.1	10
CC(=O)N1c2ccc(S(=O)(=O)NCC3CCC(C(=O)N(C)Cc4ccccc4)CC3)cc2CC1C (stereo not drawn)	-0.5	11
CCOC(=O)/C(=C/c1ccc(OC)cc1)NC(=O)c1ccco1	2.4	18
Cc1cc(C)n(-c2nnc(NC(C)(C)C)nn2)n1	-1.5	29
Cc1ccccc1OCCOC(=O)c1cc(S(=O)(=O)N2CCCCC2)ccc1N1CCOCC1	0.4	-7
COc1ccccc1/C=N/NC(=O)CC(=O)NC1CCCCC1	1.9	2
O=C(O)/C(=C\c1ccc2ccccc2c1)c1cccc2ccccc12	-11	18
Cc1nc2ccccn2c1C(=O)CSc1ccccc1	-0.5	2
COc1ccccc1NS(=O)(=O)c1ccc2oc(SCC(=O)N3CCNC3=O)nc2c1	-2.0	10
Cc1cccc(NS(=O)(=O)c2ccc3c(c2)NC(=O)CO3)c1C	-0.7	8
CC1=C(C(=O)OC2CCC(C)CC2)C(c2ccc(O)c([N+](=O)[O-])c2)NC(=O)N1 (stereo not drawn)	-1.7	14
CCCCNC(=O)CCCn1c(=S)[nH]c2cc3c(cc2c1=O)OCO3	-1.2	6
NC(=O)c1ccc(SCC(=O)OCC(=O)NC2CCCCCCC2)c([N+](=O)[O-])c1	1.4	30*
CC(C)CN(CC(C)C)C(=O)COn1nnc2ccc(S(=O)(=O)N3CCOCC3)cc21	-1.1	-2
CCN(C(=O)COC(=O)c1ccco1)c1cccc2ccccc12	-0.4	2
O=C(NCc1nc2ccccc2[nH]1)C1=C[C@H](C2CC2)C[C@H](OCc2ccc(CO)cc2)O1	0.7	9
CCN(CC)S(=O)(=O)c1cccc(NC2=NCC(C)S2)c1 (stereo not drawn)	-1.5	18
Cc1ccc(OCCCCCCN2CCNCC2)cc1	0.2	4
Cc1ccc2nc(N3CCCCC3)c(C=O)c(=O)n2c1	-1.2	32
COc1ccc(NC(=O)CSc2nnc(-c3ccccc3)n2Cc2ccco2)cc1OC	1.7	38*
Cc1ccc2cc(/C=N/NC(=O)c3ccc(F)cc3)c(Cl)nc2c1	0.1	7
Cc1ccc(NC(=O)c2cccc(S(C)(=O)=O)c2)cc1	-0.1	27
O=C(CSc1nnc(-c2ccccc2)n1Cc1ccco1)Nc1ccc2c(c1)OCCO2	0.3	48*
CC(=O)c1ccc(NC(=O)CSCCO)cc1	-1.8	10
CC(Cc1ccccc1)NC(=O)/C=C/c1ccc([N+](=O)[O-])cc1 (stereo not drawn)	-1.8	30
CCNC(=O)C(=O)Nc1ccc(OC)c(Cl)c1	-0.2	18
Cc1ncc(C[n+]2csc(CCO)c2C)c(N)n1	-0.9&-1.0	6&9
O=C(COn1nnc2ccc(Cl)cc21)NC12CC3CC(CC(C3)C1)C2	0.5	8
COc1ccc(S(=O)(=O)N2CCCC(C(=O)Nc3ccc(OC)c(OC)c3)C2)cc1 (stereo not drawn)	-1.5	26
O=C(COc1coc(CN2CCc3ccccc3C2)cc1=O)Nc1ccccc1F	.	3
Nn1c(SCc2nc3ccccc3[nH]2)nnc1-c1cccnc1	0.3	3
COc1cccc(-c2nc3cc(C)ccc3o2)c1	0.0	49
Cc1cc2oc(C(=O)N(Cc3cccs3)C3CCS(=O)(=O)C3)cc(=O)c2cc1Cl (stereo not drawn)	-0.6	16
CCOC(=O)Nc1ccc(S(=O)(=O)NCc2ccccc2)cc1	0.6	10
COc1ccc(Cl)cc1NC(=O)CN(C)C(=O)c1ccc(C)s1	.	24
O=C(CCCN1C(=O)S/C(=C/C=C/c2ccccc2)C1=O)Nc1ccc(C(=O)O)cc1	-0.6	29
CC(=O)N1CCC(=NNc2ncc(C(F)(F)F)cc2Cl)CC1	-0.8	8
Cc1cc(NC(=O)CSc2nnc(C3CC3)n2-c2ccccc2)no1	0.2	17
COC(=O)CN1C(CN2CCOCC2)=Nc2ccc(Br)cc2C1c1ccccc1 (stereo not drawn)	0.2	15
COc1ccc(Br)cc1S(=O)(=O)NCCc1cccs1	0.5	8
C=CCSC1=N/C(=C\c2cc(OCC)c(OC(C)=O)c([N+](=O)[O-])c2)C(=O)S1	0.2	28
C=CCN1C(=O)CN=C1Nc1cc(C)ccc1C	-1.2	9
CCOC(=O)Cc1csc(NC(=O)/C=C\c2ccccc2)n1	2.3	15
Cc1ccc(CNC(=O)c2ccc3c(c2)NC(=O)C(N2CCOCC2)S3)cc1 (stereo not drawn)	-1.3	-4
Cc1cccc(C(=O)O/N=C(\c2ccccc2)c2cccnc2)c1	0.8	5
CNC(=S)/N=C/NOCc1ccc(Cl)cc1Cl	-1.1	29
CN(C)C(=O)c1ccccc1Sc1cc(Cl)ccc1Cl	2.2	29
O=C(c1ccccc1Sc1ccc([N+](=O)[O-])cc1Cl)N1CCOCC1	0.4	25
O=C(CC1C(=O)NCCN1CC1CCCCC1)NCc1ccc(F)cc1F (stereo not drawn)	0.0	9
NC(=O)c1ccc(NCC2CCCO2)c([N+](=O)[O-])c1 (stereo not drawn)	-3.5	37

Structures shown so far with fluorine (14):
SMILES	STK33 inh	OX1R FRET antag
CSc1ccccc1NC(=O)C1CC(c2c(F)cccc2Cl)=NO1 (stereo not drawn)	-1.1	8
COc1cc(C2NC(=S)NC(O)(C(F)(F)F)C2C(=O)c2cccs2)cc(OC)c1O (stereo not drawn)	-0.7	-1
O=C(CN(C(=O)Cn1nnc(-c2ccccc2F)n1)c1cccc2c1CCCC2)NCc1ccccc1	-0.9	21
O=C(NCCn1cc(SCc2ccccc2)c2ccccc21)c1c(F)cccc1F	-0.1	36
Cn1c(SCc2ccccc2F)nc2cccnc21	-1.5	11
Cc1ccc(-c2cc(C(F)F)n3ncc(C(=O)N4CCc5ccccc54)c3n2)cc1	0.7	8
Cn1nnnc1Sc1ncnc2scc(-c3ccccc3C(F)(F)F)c12	-2.6	3
Cc1ccc(NC(=S)N2CCN(c3ccccc3F)CC2)c(C)c1	0.3	7
O=C1CC(=O)Nc2cc(S(=O)(=O)Nc3ccc(Cl)c(C(F)(F)F)c3)ccc2N1	-1.9	4
CCN(CC)S(=O)(=O)c1ccc(N2CCOCC2)c(NC(=O)Cc2ccccc2F)c1	-0.5	-13
Cc1ccc2cc(/C=N/NC(=O)c3ccc(F)cc3)c(Cl)nc2c1	0.1	7
O=C(COc1coc(CN2CCc3ccccc3C2)cc1=O)Nc1ccccc1F	.	3
CC(=O)N1CCC(=NNc2ncc(C(F)(F)F)cc2Cl)CC1	-0.8	8
O=C(CC1C(=O)NCCN1CC1CCCCC1)NCc1ccc(F)cc1F (stereo not drawn)	0.0	9

Source: PubChem (several laboratories)
